TRPM1 prom inh = inhibitors of MITF-dependent TRPM1 promoter reporter, primary screen, cell-based, SK-MEL-5, single point, luciferase | SK-MEL-5 TRPM1 promoter luciferase, 24 h | inhibition, % at 12.5 µM | 0.83% of 330,000 active;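 active = mean inhibition across replicates of 60% or more, whatever share of single replicates reaches that level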; also: values of inactives mirror those of a sister screen read the other way
Peg3 prom inh = Peg3 promoter-driven luciferase inhibitors, primary screen, cell-based, HeLa, luciferase luminescence; inhibition, % at 20 µM; 1.7% of 360,000 active; HeLa PEG-Prom luciferase reporter, overnight;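 active = inhibition of at least 50% at 20 µM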
KKLEB cytotox = cytotoxicity in KKLEB CF airway cells, primary screen, cytotoxicity control for CF NF-kB inhibitor project, cell-based, uHTS, fluorescence assay plates; 0.36% of 360,000 active; KKLEB CF airway cells viability, ATPlite luminescence, overnight; active compounds read low; cells stimulated with P. aeruginosa culture filtrate; activity change (cytotoxicity), % at 5 µM;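 active = corrected activity change at or below -50% at 5 µM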
hiPSC survival = enhancers of single-cell hiPSC survival, primary screen, ATPlite luminescence | 100% = ROCK inhibitor wells, 0% = DMSO | survival enhancement, % at 20 µM | 0.044% of 360,000 active; in the data active = survival enhancement above about 18%;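 also: cells exposed to compounds for 16 hours before the ATP read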
C8 TRAIL sens = viability loss with TRAIL in NB7+C8 cells, primary screen, TRAIL sensitizer project, cell-based, ATPlite luminescence | inhibition (viability loss, TRAIL sensitization), % at 10 µM | 1% of 360,000 active | AID 624354, 2012;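 active = compounds causing at least 50% loss of cell viability in the single-dose screen, relative to plate controls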
CF NFkB block = inhibitors of PAF-induced NF-kB signaling, primary screen, cell-based, GFP fluorescence, uHTS. inhibition, % at 5 µM. KKLEB NF-kB-GFP reporter, GFP fluorescence overnight. 0.86% of 360,000 active. AID 588850, 2011;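 active = at least 50% inhibition at 5 µM, scaled per plate between neutral and stimulator controls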;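 also: PAF is a Pseudomonas aeruginosa culture filtrate used as stimulus; plate controls were PAF-stimulated DMSO wells for no effect and unstimulated DMSO wells for full effect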
Shn3 inh set2 = reduction of Shn3 3'UTR firefly luciferase signal, primary screen, Schnurri-3 inhibitor project, cell-based, Clone20 osteoblasts, set 2; Clone20 osteoblast Shn3 3'UTR firefly luciferase, 24 h; inhibition, % at 12.5 µM; 0.52% of 360,000 active; AID 588674, 2011;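 active = mean inhibition of at least 75% with every replicate also reaching 75%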;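 also: 0% = median of neutral control wells and 100% = pilot-screen positive control compound; some compounds past the cut are filed as inactive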
NR2E3 ag-1 = NR2E3 agonists in two-hybrid cells, primary screen, cell-based, luminescence, CHO-S, Gal4-NCOR/VP16-NR2E3 | inhibition of corepressor binding, % at 3.98 µM | 0.35% of 360,000 active | Photoreceptor-specific nuclear receptor (Homo sapiens), Q9Y5X4 | luciferase | AID 602229, 2012;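 active = inhibition above the mean of all tested compounds plus 3 SD, cut at about 70% in these data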;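 also: 0% = DMSO with NR2E3 transfected cells and 100% = cells lacking NR2E3 construct; higher means lower luciferase signal from less NR2E3 corepressor binding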
Target sequence (Q9Y5X4 whole entry, looked up, the tested form may be a part): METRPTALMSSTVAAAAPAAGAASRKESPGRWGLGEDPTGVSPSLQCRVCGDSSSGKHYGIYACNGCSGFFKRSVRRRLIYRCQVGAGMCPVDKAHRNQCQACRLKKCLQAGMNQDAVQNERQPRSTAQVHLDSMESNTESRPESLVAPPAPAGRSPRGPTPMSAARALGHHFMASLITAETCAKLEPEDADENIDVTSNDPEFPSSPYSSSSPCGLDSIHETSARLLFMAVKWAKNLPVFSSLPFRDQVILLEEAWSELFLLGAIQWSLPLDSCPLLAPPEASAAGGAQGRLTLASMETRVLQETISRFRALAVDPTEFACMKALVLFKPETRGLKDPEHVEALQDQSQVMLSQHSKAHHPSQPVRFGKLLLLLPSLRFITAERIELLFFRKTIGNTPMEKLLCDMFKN
NR2E3 ag-2 = inhibitors of NR2E3-RetCOR corepressor binding, primary screen, NR2E3 agonist project, biochemical, TR-FRET, GST-NR2E3, biotin-RetCOR | Photoreceptor-specific nuclear receptor (Homo sapiens), Q9Y5X4 | 1536-well | inhibition of corepressor binding, % at 4.78 µM | 0.12% of 320,000 active | AID 2300, 2010;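 active = percent inhibition above the cutoff of mean plus 3 SD of all tested compounds, set per screening campaign, cut at about 20% in these data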;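 also: 0% = DMSO wells and 100% = biotin wells as full block of FRET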
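System: GST-NR2E3 and biotin-RetCOR proteins; probe or stimulus: 7 nM biotin-RetCOR; doses: compound at 4.8 µM, single dose; schedule: Compound–protein incubation for 5 h at 4 °C; detection: time-resolved FRET; read-out: percent inhibition; controls: biotin wells as high control, 0.6% DMSO wells as low control; format: 1536-well plates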
HIF-2a inh = HIF-2a reporter inhibitors, primary screen, luminescence, 786-0 RCC cells; 786-0 RCC cells HIF-2a reporter, luciferase luminescence, overnight; inhibition, % at 18.8 µM; 0.72% of 360,000 active; AID 624352, 2012;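 active = inhibition of the luminescence signal of 40% or more relative to plate controls, in a single-dose primary screen at 18.75 µM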
LMP1 NFkB inh = EBV LMP1-driven NF-kappaB luciferase reporter inhibitors, primary screen, cell-based, luminescence, single point. LMP1-induced NF-kappaB luciferase reporter cells. inhibition, % at 12.5 µM. 0.69% of 350,000 active. AID 504558, 2011; in the data active = inhibition above about 41%;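 also: 0% = neutral control wells and 100% = reference inhibitor control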
The depositor's hits bear a star; x = not tested or not shown.

no.	compound	TRPM1 prom inh	Peg3 prom inh	KKLEB cytotox	hiPSC survival	C8 TRAIL sens	CF NFkB block	Shn3 inh set2	NR2E3 ag-1	NR2E3 ag-2	HIF-2a inh	LMP1 NFkB inh
1	COc1ccc(/C=N\NC(=O)c2cc3c(ccc4ccccc43)o2)cc1O	20	-27	-9	-0.2	20	12	3	-54	x	-33	12
2	Cc1ccc(CC2CC(=O)N(C(Cc3ccccc3)C(=O)O)C2=O)cc1 (stereo unspecified)	-1	6	-6	3.1	-2	0	8	-11	1	-5	2
3	Cc1c(O)ccc(C(=O)CN2CCN(c3ccccc3F)CC2)c1O	7	-17	7	-0.2	-28	17	-9	0	4	2	4
4	C(=C\c1ccccc1)/CN1CCN(C(CCc2ccccc2)c2nnnn2C2CCCCC2)CC1 (stereo unspecified)	x	10	-25	2.8	-4	10	52	-10	x	-26	x
5	O=C(Nc1cc(Cl)cc(Cl)c1)c1cccnc1	-5	-23	12	-0.1	3	-1	6	-35	4	-28	12
6	C/C(=C\C(=O)c1cccnc1)Nc1ccc(O)cc1	-45	-139	8	-1.5	3	6	-36	-7	6	-96	-1
7	Cc1ccc(-c2nnc3ccc(SC(C)C(=O)O)nn23)cc1 (stereo unspecified)	x	4	18	1.2	-1	-32	-8	-11	4	13	-6
8	O=[N+]([O-])c1ccccc1S(=O)(=O)N1CCN(Cc2ccsc2)CC1	1	2	2	-0.4	13	-1	1	-6	1	6	-2
9	O=C(c1cc2ccccc2c(=O)o1)N1CCCc2ccccc21	0	-10	-8	1.6	2	2	-5	-17	4	-13	4
10	CCc1ccc(C(=O)NN=C2CCCCCC2)s1	6	11	-4	0.0	-2	-16	-9	-23	0	-31	2
11	O=C(/C=C/c1c(Cl)cccc1Cl)N1CCOCC1	-8	-20	9	-0.1	-3	-13	4	-1	1	-58	-10
12	COc1cccc(NC(=O)NCCc2ccc(Cl)cc2)c1	-22	-18	8	1.9	-6	-6	6	-51	1	-64	-14

(listing goes on)
no.	compound	TRPM1 prom inh	Peg3 prom inh	KKLEB cytotox	hiPSC survival	C8 TRAIL sens	CF NFkB block	Shn3 inh set2	NR2E3 ag-1	NR2E3 ag-2	HIF-2a inh	LMP1 NFkB inh
13	Cc1noc(C)c1C(=O)Nc1nc2ccccc2s1	-73	-256	-8	-0.6	-13	0	-89	-127	x	-200	-21
14	CCOC(=O)c1ccc(CS(=O)c2ccc(Cl)cc2)o1 (stereo unspecified)	12	-10	-11	0.4	-21	4	7	3	-4	-16	-5
15	O=C(CCS(=O)(=O)c1ccc(Br)s1)N1CCc2ccccc21	2	-39	-10	2.0	-6	11	4	-12	6	-137	-10
16	O=C(NC(=S)NCc1nc2ccccc2[nH]1)c1ccccc1F	-22	-130	-1	0.7	-4	10	-65	-89	2	-200	-24
17	Cc1ccc(N(C(C)C(=O)Nc2ccc3c(c2)OCO3)S(C)(=O)=O)cc1 (stereo unspecified)	8	5	-3	-1.8	-18	-1	-8	-13	2	0	3
18	O=C(CCSc1ccc(F)cc1)NNC(=O)c1ccc([N+](=O)[O-])cc1	12	11	-2	-0.6	1	-19	-5	-3	2	8	10
19	CCN(CC)C(=O)C1CCCN(Cc2nc(-c3cnccn3)no2)C1 (stereo unspecified)	4	9	-11	-0.4	-4	12	4	-8	0	9	3
20	COCCCNC1=C(C#N)C(=O)NC2(CCCC2)S1	x	3	-10	-0.1	-22	14	-3	-23	x	15	-6
21	CCc1cc2cccc(C)c2nc1SCC(=O)NNC(=O)c1ccco1	2	14	1	2.0	-1	-2	-38	-11	2	1	7
22	CCCOc1ccc(C(=O)N2CCN(Cc3ccc4c(c3)OCO4)CC2)cc1	4	15	3	1.0	5	4	27	-7	-1	12	10
23	O=C(Nc1ccccc1N1CCOCC1)c1cccc(NS(=O)(=O)c2ccc(F)c(F)c2)c1	-2	7	0	-1.5	7	13	-17	5	0	7	0
24	Cc1ccc(Nc2nc(N)nc(CN3CCN(Cc4ccc5c(c4)OCO5)CC3)n2)cc1C	-17	-5	-4	-0.4	-21	-11	81	20	x	2	8

Continuation.
no.	compound	TRPM1 prom inh	Peg3 prom inh	KKLEB cytotox	hiPSC survival	C8 TRAIL sens	CF NFkB block	Shn3 inh set2	NR2E3 ag-1	NR2E3 ag-2	HIF-2a inh	LMP1 NFkB inh
25	COc1ccc2nc(C)c3c(c2c1)OC(C(C)(Cl)Br)C3 (stereo unspecified)	-1	8	-9	-0.3	10	2	-1	7	2	20	8
26	O=C(Nc1cccnc1)c1cccc(S(=O)(=O)N2CCc3ccccc32)c1	18	29	3	1.5	15	6	24	6	0	30	9
27	Cc1ccc(/C=N/NC(=O)C2CCN(Cc3ccc(F)cc3Cl)CC2)o1	2	6	0	-0.1	-13	-3	-15	-18	1	11	-16
28	CCOc1cc(C(N)=O)cc(Cl)c1OCc1ccccc1	-2	9	11	0.1	-8	-8	-15	-12	3	18	8
29	CCOC(=O)CSc1nc2c(sc3ccc([N+](=O)[O-])cc32)c(=O)n1Cc1ccco1	-5	18	-19	1.3	4	12	-1	-17	4	18	8
30	O=C1CN(C(=O)CSc2nnc(C3CC3)n2-c2ccccc2)c2ccccc2N1	13	27	-5	0.0	-13	2	3	4	1	0	-3
31	COc1ccc(N2C(=O)CC(SCC(=O)O)C2=O)cc1 (stereo unspecified)	5	9	6	-1.9	-11	-3	-15	-10	-4	13	-2
32	CCn1cc(C(=O)N(C)c2ccc(OC)cc2)c2cc(OC)c(OC)cc2c1=O	5	18	-3	1.2	-15	3	4	-2	-3	7	5
33	Cc1cc(C)c(NC(=O)CN(C)C(=O)CNC(=O)c2cccs2)c(C)c1	2	17	-13	-0.2	6	10	-1	-26	2	8	31
34	O=C(NCC(=O)N1CCc2ccccc2C1)c1ccc(Cl)cc1Cl	-3	-39	-2	-0.7	-1	-10	3	-23	-3	-42	-59
35	CC1CCc2c(C(=O)Nc3ccc(N4CCOCC4)cc3)csc2C1 (stereo unspecified)	-19	-38	-8	-1.9	-5	14	0	-43	-2	-30	-27
36	CC1CC(C)CN(C(C(=O)NC2CCCCC2)c2cc3ccccc3o2)C1 (stereo unspecified)	x	-37	7	-1.8	9	-19	2	21	x	-123	x

Exported with two lines to a compound: part of the list above.
Values run as follows: TRPM1 prom inh | Peg3 prom inh | KKLEB cytotox | hiPSC survival | C8 TRAIL sens | CF NFkB block | Shn3 inh set2 | NR2E3 ag-1 | NR2E3 ag-2 | HIF-2a inh | LMP1 NFkB inh
29: CCOC(=O)CSc1nc2c(sc3ccc([N+](=O)[O-])cc32)c(=O)n1Cc1ccco1
 : -5 | 18 | -19 | 1.3 | 4 | 12 | -1 | -17 | 4 | 18 | 8
30: O=C1CN(C(=O)CSc2nnc(C3CC3)n2-c2ccccc2)c2ccccc2N1
 : 13 | 27 | -5 | 0.0 | -13 | 2 | 3 | 4 | 1 | 0 | -3
31: COc1ccc(N2C(=O)CC(SCC(=O)O)C2=O)cc1 (stereo unspecified)
 : 5 | 9 | 6 | -1.9 | -11 | -3 | -15 | -10 | -4 | 13 | -2
32: CCn1cc(C(=O)N(C)c2ccc(OC)cc2)c2cc(OC)c(OC)cc2c1=O
 : 5 | 18 | -3 | 1.2 | -15 | 3 | 4 | -2 | -3 | 7 | 5
33: Cc1cc(C)c(NC(=O)CN(C)C(=O)CNC(=O)c2cccs2)c(C)c1
 : 2 | 17 | -13 | -0.2 | 6 | 10 | -1 | -26 | 2 | 8 | 31
34: O=C(NCC(=O)N1CCc2ccccc2C1)c1ccc(Cl)cc1Cl
 : -3 | -39 | -2 | -0.7 | -1 | -10 | 3 | -23 | -3 | -42 | -59
35: CC1CCc2c(C(=O)Nc3ccc(N4CCOCC4)cc3)csc2C1 (stereo unspecified)
 : -19 | -38 | -8 | -1.9 | -5 | 14 | 0 | -43 | -2 | -30 | -27
36: CC1CC(C)CN(C(C(=O)NC2CCCCC2)c2cc3ccccc3o2)C1 (stereo unspecified)
 : x | -37 | 7 | -1.8 | 9 | -19 | 2 | 21 | x | -123 | x

(listing goes on)
no.	compound	TRPM1 prom inh	Peg3 prom inh	KKLEB cytotox	hiPSC survival	C8 TRAIL sens	CF NFkB block	Shn3 inh set2	NR2E3 ag-1	NR2E3 ag-2	HIF-2a inh	LMP1 NFkB inh
37	O=c1c2ccccc2nc2c3ccccc3c(NCc3ccccn3)nn12	-20	-12	13	-0.9	-3	-65	-11	-2	2	-63	-2
38	N=c1c2ccccc2nnn1-c1ccccc1[N+](=O)[O-]	0	-58	7	-1.3	-5	-42	-12	-68	x	-110	-1
39	CC(C)C(=O)Nc1ccc(S(=O)(=O)Nc2nccc(/C=C/c3ccccc3)n2)cc1	6	-3	3	-0.2	3	5	2	-2	0	18	5
40	Cc1ccc(S(=O)(=O)N2CCCCC2)cc1NC(=O)COC(=O)Cc1ccc(Cl)cc1	4	10	-3	-1.7	2	-1	-6	-23	-1	19	-2
41	O=[N+]([O-])c1ccc2cc[nH]c2c1	-8	-21	6	-2.2	0	-9	9	2	x	-15	2
42	O=C(N/N=C/c1ccc(O)cc1)/C(=C/c1ccc([N+](=O)[O-])cc1)NC(=O)c1ccccc1	-8	-18	4	-0.4	11	-15	-13	-19	-4	3	-1
43	O=C(Nc1nccs1)[C@@H]1CC=C[C@@H]2CCN(Cc3ccccc3)C(=O)[C@@H]21	8	-2	-5	-1.0	2	6	8	-3	2	0	1

An excerpt; count on the stated rates, not on these rows.
